Assay outcomes: PubChem BioAssay, Broad Institute
XiGFP reactiv = X-chromosome reactivation activator. XiGFP mouse fibroblasts, % GFP-positive cells imaging, 3 d; cells co-treated with 5-aza-dC sensitizer; scaled so ellipticine positive control = 100%. activation, % at 7.58 µM. 360,000 compounds, 0.055% hits. AID 743238;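 active = mean normalized replicate activation at least 10% and every replicate at or above 10%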;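 note: 0% = median of on-plate neutral control wells and 100% = ellipticine 6 µM median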
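Material: XiGFP fibroblasts, SV40-immortalized; Buffer or medium: DMEM containing 5-aza-dC; Compound dosing: single point; Times: 3 days compound exposure.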
Cneo AK release = Cryptococcus neoformans lysis via adenylate kinase release; C. neoformans lysis, adenylate kinase release luminescence, 4 h; normalised: neutral wells 0, clomiphene wells 100; lysis activity, % at 15 µM; 360,000 compounds, 0.2% hits;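 active = mean lysis activity across replicates of at least 80%, whatever share of replicates individually reach that level; inactive = mean lysis activity below 80%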
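Test system: log-phase Cryptococcus neoformans yeast cells; Quantity: yeast cell density of 5 × 10^6 cells/mL; Buffer or medium: YPD; Doses: single compound concentration per well; Timing: 4 h at 37 °C static, read 1 h later; Measured by: AK luminescence; Read-out basis: lysis from increased AK signal; Control set: Clomiphene as positive control.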
PGC1a acetyl inh = modulators of PGC1a acetylation; U2OS PGC1a acetylation, AlphaScreen anti-acetyl-lysine; with virally co-expressed GCN5 acetyltransferase; inhibition, % at 15.6 µM; 350,000 compounds, 0.17% hits;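 active = every replicate shows inhibition of at least 40%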;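 note: 0% = neutral control wells and 100% = positive control wells; some results beyond the cut were filed as inactive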
SIRT5 inh = inhibitors of human sirtuin-5 desuccinylase. Purified SirT5, succinyl-peptide AMC, trypsin-coupled fluorescence. AID 652115. 330,000 compounds, 1.1% hits. inhibition, % at 15 µM. Q9NXA8; in the data active = inhibition above about 15%
Target sequence (Q9NXA8 whole entry, looked up): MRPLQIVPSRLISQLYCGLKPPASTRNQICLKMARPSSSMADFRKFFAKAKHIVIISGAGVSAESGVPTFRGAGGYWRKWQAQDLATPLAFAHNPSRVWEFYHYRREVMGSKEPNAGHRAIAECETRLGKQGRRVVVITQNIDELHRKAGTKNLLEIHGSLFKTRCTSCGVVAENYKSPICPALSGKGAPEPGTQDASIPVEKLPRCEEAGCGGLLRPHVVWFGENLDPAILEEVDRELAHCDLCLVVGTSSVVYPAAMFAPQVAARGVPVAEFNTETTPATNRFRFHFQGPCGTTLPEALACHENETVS
C2C12 statin = suppressors of simvastatin-induced myotoxicity in C2C12 myotubes; ATP luminescence, 48 h; scaled: DMSO 0, geranylgeraniol control 100; rescue of ATP level, % at 7.49 µM; 330,000 compounds, 0.78% hits;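 active = mean ATP rescue above about 67%, or every replicate alone reaching that limit, limit read from the data, passing the limit was not always enough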;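 note: myotubes were challenged with 10 µM simvastatin during compound exposure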
LGR2 inh = blocks bursicon-induced cAMP signaling via Drosophila LGR2. HEK293 LGR2, CRE-luciferase, bursicon-stimulated, 4 h. inhibition, % at 9.99 µM. 380,000 compounds, 0.35% hits. AID 720647;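 active = drop in luminescence signal, shown as inhibition above about 50% in the replicate tests, limit read from the data, passing the limit was not always enough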;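 note: agonist challenge used bursicon conditioned medium at about half maximal strength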
S100A4 inh HTS = inhibitors of human S100A4 binding to myosin IIA peptide. inhibition, % at 10.7 µM. P26447. 360,000 compounds, 0.14% hits. S100A4/TAMRA-MyoIIA peptide fluorescence polarization;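 active = mean inhibition of at least 70% across replicates, with every replicate also reaching that level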
Target sequence (P26447 whole entry, looked up): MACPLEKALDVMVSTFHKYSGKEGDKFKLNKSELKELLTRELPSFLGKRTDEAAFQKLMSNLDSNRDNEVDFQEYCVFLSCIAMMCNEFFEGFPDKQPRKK
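Test system: S100A4 monomer protein; Medium: HEPES pH 7.2 with CaCl2, KCl, NaCl, DTT, Triton; Probe or stimulus: TAMRA-labelled myosin IIA heavy-chain peptide probe, 5 nM; Doses: one dose per compound; Times: polarization read 5 min after assay mix addition, stable 5–60 min; Benchmarks: neutral control DMSO, positive control TFP.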
ERAP1 inh = ERAP1 (human) enzyme inhibition; Q9NZ08; recombinant ERAP1, Leu-AMC fluorescence, 60 min; inhibition, % at 10.7 µM; 340,000 compounds, 0.15% hits;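 active = mean replicate inhibition of at least 30%, or all replicates individually reaching that 30% level; inactive = mean below 30% and not every replicate reaching it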;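 note: 0% = neutral control wells and 100% = L-leucinethiol positive control wells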
An asterisk follows results filed as active; · = no result given.

# | molecule | XiGFP reactiv | Cneo AK release | PGC1a acetyl inh | SIRT5 inh
1 | Cc1cccc(C)c1NC(=O)CNC(=O)c1cncc(Br)c1 | 0.0 | -2 | -8 | -1
2 | O=C(Cc1ccncc1)NCC[C@H]1CC[C@H](NC(=O)C2CCOCC2)[C@H](CO)O1 | 0.2 | -2 | 1 | 1
3 | CC1CN(S(=O)(=O)c2ccccc2)CC(C)O1 (configuration not stated) | · | -1 | 6 | -2
4 | O=C1CN(S(=O)(=O)c2ccc(F)cc2)CCN1 | 0.0 | 2 | 10 | 0
5 | CC(C)NC(=O)N(C)C[C@H]1Oc2c(NC(=O)C3CCCCC3)cccc2C(=O)N([C@@H](C)CO)C[C@H]1C | 0.2 | -2 | · | 1
6 | CN1c2ccc(Br)cc2[C@H]2[C@H](CCN2S(=O)(=O)c2ccc(F)cc2)[C@@H]1CO | 0.3 | 3 | -31 | 0
7 | O=C(NCCc1cccs1)C1CC(c2cccc(F)c2)=NO1 (configuration not stated) | 0.0 | -1 | · | -1
8 | CCCN(CCC)S(=O)(=O)c1cc(CN2C(=O)c3cccnc3C2=O)ccc1OC | 0.0 | -2 | 28 | -3
9 | COC(=O)c1ccccc1NCC(=O)c1ccc(OC)cc1 | 0.3 | 1 | · | ·
10 | CC(C)C[C@H](NC(=O)C1CC(=O)N(c2ccc(F)cc2)C1)C(=O)N1CCCCC1 (some centres not stated) | 0.1 | 12 | -9 | -7
11 | C[C@@H]1CN([C@H](C)CO)C(=O)c2cc(NC(=O)CCCN(C)C)ccc2O[C@H]1CN(C)S(=O)(=O)c1ccccc1 | 0.0 | 48 | 7 | 0
12 | COc1ccc(S(=O)(=O)N(C)C2(C)CCS(=O)(=O)C2)cc1OC (configuration not stated) | 0.0 | · | -2 | -1

# | C2C12 statin | LGR2 inh | S100A4 inh HTS | ERAP1 inh
1 | 3 | 9 | -4 | 0
2 | 4 | -3 | 26 | -2
3 | 30 | -3 | -3 | -3
4 | -5 | 18 | -1 | 2
5 | 2 | 5 | -3 | -1
6 | 17 | -6 | -3 | 1
7 | 18 | · | -3 | 0
8 | 0 | 6 | -10 | -1
9 | -9 | -12 | 2 | 2
10 | 15 | -6 | -6 | 0
11 | -23 | -5 | 1 | -5
12 | 2 | 4 | -9 | -9

An excerpt from above in order of formula weight, ascending:
# | molecule | XiGFP reactiv | Cneo AK release | PGC1a acetyl inh | SIRT5 inh
7 | O=C(NCCc1cccs1)C1CC(c2cccc(F)c2)=NO1 (configuration not stated) | 0.0 | -1 | · | -1
12 | COc1ccc(S(=O)(=O)N(C)C2(C)CCS(=O)(=O)C2)cc1OC (configuration not stated) | 0.0 | · | -2 | -1
6 | CN1c2ccc(Br)cc2[C@H]2[C@H](CCN2S(=O)(=O)c2ccc(F)cc2)[C@@H]1CO | 0.3 | 3 | -31 | 0

# | C2C12 statin | LGR2 inh | S100A4 inh HTS | ERAP1 inh
7 | 18 | · | -3 | 0
12 | 2 | 4 | -9 | -9
6 | 17 | -6 | -3 | 1

A different layout for some results above:
6	CN1c2ccc(Br)cc2[C@H]2[C@H](CCN2S(=O)(=O)c2ccc(F)cc2)[C@@H]1CO
  XiGFP reactiv: 0.3
  Cneo AK release: 3
  PGC1a acetyl inh: -31
  SIRT5 inh: 0
  C2C12 statin: 17
  LGR2 inh: -6
  S100A4 inh HTS: -3
  ERAP1 inh: 1
7	O=C(NCCc1cccs1)C1CC(c2cccc(F)c2)=NO1 (configuration not stated)
  XiGFP reactiv: 0.0
  Cneo AK release: -1
  PGC1a acetyl inh: ·
  SIRT5 inh: -1
  C2C12 statin: 18
  LGR2 inh: ·
  S100A4 inh HTS: -3
  ERAP1 inh: 0
8	CCCN(CCC)S(=O)(=O)c1cc(CN2C(=O)c3cccnc3C2=O)ccc1OC
  XiGFP reactiv: 0.0
  Cneo AK release: -2
  PGC1a acetyl inh: 28
  SIRT5 inh: -3
  C2C12 statin: 0
  LGR2 inh: 6
  S100A4 inh HTS: -10
  ERAP1 inh: -1
9	COC(=O)c1ccccc1NCC(=O)c1ccc(OC)cc1
  XiGFP reactiv: 0.3
  Cneo AK release: 1
  PGC1a acetyl inh: ·
  SIRT5 inh: ·
  C2C12 statin: -9
  LGR2 inh: -12
  S100A4 inh HTS: 2
  ERAP1 inh: 2

(continued)
# | molecule | XiGFP reactiv | Cneo AK release | PGC1a acetyl inh | SIRT5 inh
13 | CCOC(=O)C1CCN(C(=O)C2(NC(=O)Nc3ccc(F)cc3F)CCCCC2)CC1 | · | -2 | -7 | -4
14 | CO[C@@H]1CN(C)C(=O)c2ccc(NS(=O)(=O)c3cccc(C)c3)cc2OC[C@@H](C)NC[C@H]1C | -0.3 | 0 | -5 | -1
15 | C[C@H](CO)N1C[C@H](C)[C@H](CN(C)Cc2ccc(C(F)(F)F)cc2)OCCCC[C@H](C)Oc2ccc(NC(=O)CCCN(C)C)cc2C1=O | 0.1 | 2 | -21 | -1
16 | CC1(c2ccccc2)NC(=O)N(CC(=O)Nc2ccc3c(c2)CCC3)C1=O (configuration not stated) | 0.4 | 1 | -2 | -3
17 | CCCC#Cc1ccc2c(c1)O[C@H](CN(C)C(=O)c1ccccc1F)[C@@H](C)CN([C@@H](C)CO)S2(=O)=O | 0.2 | 1 | -6 | 19*
18 | CC(=O)N1CCCC(C)(C(=O)Nc2ccc3nc(C)ccc3c2)C1 (configuration not stated) | 0.1 | 0 | 9 | -2
19 | O=C(c1ccc(Cl)cc1)N(c1ccccn1)C1CCCCC1 | 0.1 | 0 | · | 0
20 | Cc1cccc(-n2c(Cc3cc(=O)[nH]c(=O)[nH]3)nnc2SCC(=O)N2CCCCC2)c1 | 0.3 | -6 | · | ·
21 | CC1CC=C(O)C12OCC(C)(C)CO2 (configuration not stated) | 0.0 | · | 8 | -1
22 | C=CCN(CC=C)Cc1cc(=O)oc2cc(C)cc(C)c12 | 0.0 | 0 | -13 | -1
23 | CN(C)C(=O)[C@H]1[C@H](CO)[C@H]2Cn3c(cccc3=O)[C@H]2N1CC1CCCCC1 | -0.1 | · | 6 | -4
24 | O=C(Cc1c[nH]c2ccccc12)NC1(C(=O)NC2CCCC2)CCCCC1 | 0.0 | 0 | 8 | -5

# | C2C12 statin | LGR2 inh | S100A4 inh HTS | ERAP1 inh
13 | · | -5 | -2 | -3
14 | -9 | -5 | -10 | -1
15 | · | 18 | -6 | 2
16 | -16 | -7 | -1 | -1
17 | -41 | 18 | 10 | 3
18 | 4 | -33 | -4 | 0
19 | 5 | · | -2 | 0
20 | 2 | 33 | -4 | ·
21 | -3 | -8 | -1 | 1
22 | -7 | -10 | -3 | 0
23 | · | -4 | -1 | 1
24 | 4 | -6 | 0 | 2

The listing continues:
# | molecule | XiGFP reactiv | Cneo AK release | PGC1a acetyl inh | SIRT5 inh
25 | CC1(C(=O)Nc2ccccc2Br)CCN1C(=O)Cc1ccc(Cl)cc1Cl (configuration not stated) | 0.0 | -2 | -14 | ·
26 | Cc1cccc(-c2ccc([C@@H]3[C@@H](CO)N4CCCCN(Cc5ccncc5)C[C@H]34)cc2)c1 | 0.1 | 2 | -4 | -10
27 | O=C(COc1ccc2c(-c3ccccc3)cc(=O)oc2c1)NCCCN1CCOCC1 | -0.1 | -1 | 3 | 0
28 | COc1ccc(NC(=O)COC(=O)c2ccc3ccccc3n2)cc1OC | 0.2 | -8 | 4 | ·
29 | N=c1c(C(=O)NCCc2ccccc2)cc2c(=O)n3ccccc3nc2n1CC1CCCO1 (configuration not stated) | 0.0 | -1 | · | -50

# | C2C12 statin | LGR2 inh | S100A4 inh HTS | ERAP1 inh
25 | 8 | -4 | -4 | -2
26 | · | -3 | 2 | 1
27 | 9 | 1 | -1 | 1
28 | 7 | -16 | -3 | 1
29 | -4 | 0 | -9 | -444

Not all compounds are listed, so the mix of outcomes need not match the whole.
